K1F lysis inhibition – inhibition of K1F phage lysis, E. coli UTI89, bacterial capsule biogenesis inhibitors, alamar blue (AID 488966) | E. coli UTI89 K1F phage lysis, alamar blue, 2 h; higher % means a stronger effect | one-dose inhibition, % at 100 µM; IC50 in µM for titrated hits | 340,000 compounds, 0.02% hits;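 active means phage lysis inhibition, versus mean bacterial control, above a set limit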;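 further: capsule biogenesis inhibitors block K1F phage lysis so surviving cells raise fluorescence; higher fluorescence means more inhibition of phage lysis; actives were called in the ten point dose series up to 300 µM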
SIAH1 antagonists – Siah-1 peptide-binding antagonists, primary screen, biochemical, fluorescence polarization, rhodamine-plectin, uHTS (AID 1817); 290,000 compounds, 0.02% hits; one-dose displacement, % at 20 µM; IC50 in µM for titrated hits; Siah-1 / rhodamine-plectin peptide fluorescence polarization; higher % means a stronger effect;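 active means displacement of at least 50% at 20 µM, with a fluorescence ratio check between 0.3 and a set limit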;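 further: plate controls were Siah plus tracer with DMSO for no effect and tracer alone without Siah for full effect; strong numbers were not always called active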
Lipid droplet – modulators of hepatic lipid droplet formation. 240,000 compounds, 0.4% hits. inhibition, % at 6.5 µM. AML12 mouse hepatocytes, oleate lipid droplets, BODIPY imaging;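 active means lipid droplet intensity inhibited by at least 50%, with more than 500 cells counted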
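Material – AML12 mouse liver cells · Also added – oleate loading, 100 µM · Compound dosing – 6.5 µM single-point dosing · Times – overnight treatment with compound plus oleate · Measured by – fluorescence imaging, 20x objective, two fields per well · Read-out – percent inhibition of filter-corrected integrated lipid droplet intensity per well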
Lipid droplet cells 6.5 µM – also measured in Lipid droplet; calls as there; cell count; measured here: cell count, cytotoxicity flag;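 cells counted across two imaged fields per well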
* marks the source's active call; other numbers are inactive results; [ ] = dose if it differs, or a comment. These rows are one share of the data; the hit share may differ from the screen's.

SMILES	K1F lysis inhibition	SIAH1 antagonists	Lipid droplet	Lipid droplet cells 6.5 µM
CCn1c(=O)c(CCC(=O)NCCN2CCOCC2)c(C)c2c(C)nn(-c3ccccc3)c21	-0.2%	2%	14	741
CCc1ccc(NC(=O)NNC(=O)c2cc3ccccc3cc2O)cc1	1.3%[50 µM]	0%	-7	836
COc1ccc(CCOC(=O)CNC(=O)c2ccc(Cl)cc2Cl)cc1	-0.6%[50 µM]	2%	-13	741
CC(NS(=O)(=O)c1ccc(Br)cc1)c1ccccc1 (stereo not given)	-2.7%	-5%	6	864
CC(=O)N1c2ccc(S(=O)(=O)NCC3CCC(C(=O)NC4CCCCC4C)CC3)cc2CC1C (stereo not given)	0.3%	2%	6	709
O=C(CS(=O)(=O)c1ccc(F)cc1)N1CCOCC1	-0.3%[50 µM]	10%	-2	810
COc1ccc(CC(=O)N2CCN(c3ccc(F)cc3)CC2)cc1	0.1%	-6%	-1	842
COc1cc(NC(=O)CCN2CCN(C/C=C/c3ccccc3)CC2)cc(OC)c1	0.2%	4%	-12	778
COC(=O)c1ccc(N2CCOCC2)c(NC(=O)c2ccc(Br)o2)c1	-0.1%	1%	3	821
CCc1ccc(OCC(=O)NC2CCCCC2)c(Br)c1	0.2%	8%	-4	684
COCCCNC(=O)/C(C#N)=C/c1c(N2CCN(c3ccccc3)CC2)nc2ccccn2c1=O	0.1%	1%	10	821
CC(=O)Nc1ccc(N(C(=O)CNC(=O)c2cccs2)C(C(=O)NCC2CCCO2)c2ccccc2)cc1 (stereo not given)	0.2%	2%	5	853
Cc1[nH]c2ccc3ccccc3c2c(=O)c1C/C=C/Cl	9.3%	5%	-23	841
NS(=O)(=O)c1ccc(CNC(=O)COc2ccc3c4c(c(=O)oc3c2)CCCC4)cc1	-0.1%	10%	-1	764
CCCC(c1nnnn1C1CCCCC1)N1CCN(C(=O)c2ccco2)CC1 (stereo not given)	0.3%	-2%	2	741
Cc1ccc(C)c(N2CCN(c3ncccc3[N+](=O)[O-])CC2)c1	0.1%	9%	-3	791
Cc1cccc(C(C(=O)NC2CCCC2)N(Cc2cccnc2)C(=O)c2csnn2)c1 (stereo not given)	0.3%	4%	-2	830
COC1CCCN(C(=O)c2ccc3oc(Cc4ccc(Cl)cc4)nc3c2)C1 (stereo not given)	1.6%	-2%	-2	778
Cc1ccc(CNC(=O)CSc2nnc(CNC(=O)c3ccccc3)o2)cc1	0.1%[50 µM]	-4%	-13	816
Cc1cc(NC(=O)CCC(=O)N(CC(=O)NC2CCCC2)c2ccc(F)c(Cl)c2)no1	0.1%	0%	-4	852
O=c1cc2oc3cc(O)c(O)cc3c(-c3ccccc3[N+](=O)[O-])c-2cc1O	-0.1%	49%	-8	805
CCCC(=O)C1=C(O)C(C(=O)OC)C(C)(C)CC1=NCc1ccccc1 (stereo not given)	-0.1%	2%	-3	833
CCNC(=S)NC(=NCc1cccnc1)Nc1nc(C)cc(C)n1	-0.5%	2%	-11	784
COc1cc2c(cc1OC)CN(C(=O)CNS(=O)(=O)c1ccc(C)c(C)c1)CC2	0.1%	2%	3	769
O=C(CN1CCN(c2ccc(F)cc2)CC1)Nc1ccc(S(=O)(=O)N2CCOCC2)cc1	0.6%[50 µM]	3%	4	829
Cc1ccc(CCNC(=O)Cn2ccc3cc(S(=O)(=O)N4CCCC4)ccc32)cc1	0.1%	2%	-15	704
CCN1CCSc2ccc(C(=O)NCc3ccccc3Br)cc21	4.2%	-1%	-6	794
Cc1cc(C)cc(NC(=O)Nc2c(Br)cnn2C)c1	0.1%	-5%	18	753
O=C1c2ccccc2-c2onc3c(N4CCN(CCO)CC4)cc(N4CCN(C(=O)c5ccco5)CC4)c1c23	-0.9%	59%	-2	717
COc1ccccc1NC(=O)C1CCCN1C(=O)NC1CCCCC1 (stereo not given)	0.3%	6%	23	766
COc1ccc(N(CC(=O)Nc2cccc(C)c2)S(=O)(=O)c2c(C)noc2C)cc1	0.3%	-1%	-4	721
Cc1ccc(CSc2cc(C)[nH]c(=O)n2)cc1	0.4%	6%	20	702
COCCCn1c(=O)c2sccc2n2c(CCCC(=O)N(C)Cc3ccco3)nnc12	0.3%	5%	-10	792
Cc1cccc(C)c1N(CC(=O)NCc1ccco1)C(=O)CNS(=O)(=O)c1ccc(F)cc1	-0.4%	-7%	-28	763
CCN1C(=NCCCCO)N[C@@H](c2cccc(C(F)(F)F)c2)C(C(=O)OC)=C1C	0.4%	-3%	-2	842
C=CCC1(CC=C)CCCN1C(=O)Cn1nnnc1CN(C)C(C)C	0.3%	5%	-21	795
CCOc1ccc(CN(C)c2nc(-c3cccnc3)nc3ccccc23)cc1OC	-0.4%	-4%	-1	755
CCN(c1cccc(C)c1)C1C(=O)c2ccccc2N1C(C)=O (stereo not given)	-0.1%	0%	0	833
Cc1ccc(OS(=O)(=O)c2ccc(N3C(=O)CCC3=O)cc2)cc1	1.0%	6%	-14	761
S=C(NC1CC1)N1CCCc2ccccc21	1.8%[50 µM]	-1%	5	630

7 of the compounds above, with two lines to a compound.
Results follow in this order: K1F lysis inhibition	SIAH1 antagonists	Lipid droplet	Lipid droplet cells 6.5 µM
> COc1ccc(N(CC(=O)Nc2cccc(C)c2)S(=O)(=O)c2c(C)noc2C)cc1
  0.3%	-1%	-4	721
> Cc1ccc(CSc2cc(C)[nH]c(=O)n2)cc1
  0.4%	6%	20	702
> COCCCn1c(=O)c2sccc2n2c(CCCC(=O)N(C)Cc3ccco3)nnc12
  0.3%	5%	-10	792
> Cc1cccc(C)c1N(CC(=O)NCc1ccco1)C(=O)CNS(=O)(=O)c1ccc(F)cc1
  -0.4%	-7%	-28	763
> CCN1C(=NCCCCO)N[C@@H](c2cccc(C(F)(F)F)c2)C(C(=O)OC)=C1C
  0.4%	-3%	-2	842
> C=CCC1(CC=C)CCCN1C(=O)Cn1nnnc1CN(C)C(C)C
  0.3%	5%	-21	795
> CCOc1ccc(CN(C)c2nc(-c3cccnc3)nc3ccccc23)cc1OC
  -0.4%	-4%	-1	755

Next section:
SMILES	K1F lysis inhibition	SIAH1 antagonists	Lipid droplet	Lipid droplet cells 6.5 µM
O=C(Nc1cccc(-c2ccc(F)cc2)c1)C1CCCN(Cc2cccnc2)C1 (stereo not given)	0.3%	0%	-2	760
CC(C)[C@H](NC(=O)c1ccco1)C(=O)Nc1ccc(OC(F)F)cc1	0.1%	8%	3	846
COc1cccc(NC(=O)c2ccc3nsnc3c2)c1	0.0%	-3%	3	822
O=C(CN(Cc1ccccc1Cl)C(=O)c1csnn1)NCc1ccccc1	-0.2%	5%	-20	773
CC12CC3(C)CC(C)(C1)CC(C(=O)NCCc1ccc(S(N)(=O)=O)cc1)(C2)C3	-0.8%	-7%	0	803
CCn1cc(C(=O)N2CCCC(N3CCN(c4cccc(C(F)(F)F)c4)CC3)C2)cn1 (stereo not given)	0.0%	-6%	-16	652
CCOC(=O)c1ccc(CNC(=O)C2CCC(=O)N(CCc3ccccc3)C2)o1 (stereo not given)	0.0%	-4%	11	716
Cc1ccc(S(=O)(=O)NNC(=O)C2CCCCC2)cc1	-0.2%	7%	-13	819
COCCCn1c(=S)[nH]c2sc3c(c2c1=O)CCCC3	-0.4%	-1%	-5	791
Cn1c(CCN2CCCC2)nc2cc(NS(=O)(=O)c3ccc(Cl)cc3)ccc21	0.2%	-2%	0	645
COCCN(C(=O)COC(=O)c1oc2ccc(OC)cc2c1C)c1c(N)n(Cc2ccccc2)c(=O)[nH]c1=O	1.1%[50 µM]	-4%	-10	640
Cc1cccc(NC(=O)c2cc(-c3cc(C)cc(C)c3O)n[nH]2)c1	-0.3%[50 µM]	3%	17	709
CC(C)(C)N1C(=O)c2ccc(C(=O)Nc3ccc(O)cc3)cc2C1=O	0.1%	-2%	7	764
O=C(COc1ccc(Br)cc1)NCCNC(=O)c1cccnc1	-0.1%	-2%	-3	889
CCOC(=O)/C(C(=Nc1ccccc1)Nc1ccccc1)=C(\C)O	-0.6%	6%	-36	797
Cc1cc(S(=O)(=O)N2CCOCC2)ccc1OCC(=O)NCc1ccco1	0.6%	-5%	-1	758
Cc1ccc(NC(=O)CSc2nccn2C)cc1F	-0.1%	2%	13	655
CC(=O)Nc1ccc(S(=O)(=O)NNC(=O)c2ccc([N+](=O)[O-])cc2)cc1	1.7%	6%	0	820
Cc1ccc(S(=O)(=O)N2CCCC(C(=O)NCC3CCCO3)C2)cc1 (stereo not given)	0.3%	-2%	-9	780
CCc1cc(CNC(=O)c2cc(COc3ccc(C)nc3)on2)on1	0.1%	2%	-17	660

Part of the list above in order of length of the SMILES, low to high.
SMILES	K1F lysis inhibition	SIAH1 antagonists	Lipid droplet	Lipid droplet cells 6.5 µM
C=CCC1(CC=C)CCCN1C(=O)Cn1nnnc1CN(C)C(C)C	0.3%	5%	-21	795
Cc1ccc(S(=O)(=O)N2CCCC(C(=O)NCC3CCCO3)C2)cc1 (stereo not given)	0.3%	-2%	-9	780
CC12CC3(C)CC(C)(C1)CC(C(=O)NCCc1ccc(S(N)(=O)=O)cc1)(C2)C3	-0.8%	-7%	0	803

(listing goes on)
SMILES	K1F lysis inhibition	SIAH1 antagonists	Lipid droplet	Lipid droplet cells 6.5 µM
COc1ccc(Cc2nnc(NC(=O)c3cc(OC)cc(OC)c3)s2)cc1	0.2%	4%	-8	812
Nn1c(SCC(=O)Nc2ccc3c(c2)OCCO3)nnc(CCC(=O)O)c1=O	0.0%	0%	-2	692
COc1ccc(-c2nc(CS(=O)CC(=O)NC3CCCC3)c(C)o2)cc1 (stereo not given)	0.1%	1%	3	704
Cc1cccc(NC(=O)CSCC(=O)Nc2nnc(C3CC3)s2)c1	0.1%	2%	1	781
COc1ccc(C(=O)CCC(=O)Nc2cc(Cl)c(O)c(Cl)c2)cc1	-1.1%[50 µM]	-5%	-14	682
COc1ccc(C(C(=O)NC2CCCCC2)N(C(=O)c2ccco2)c2ccccc2C(C)=O)cc1OC (stereo not given)	-0.1%	1%	-24	803
Cc1ccc2nc(SCC(=O)N/N=C/c3ccc(C(=O)O)cc3)cc(C)c2c1	-1.0%	-4%	-1	826
On1c(-c2ccc(Cl)cc2Cl)nc2ncccc21	0.0%	0%	16	825
O=C(CCc1nnc2ccc(N3CCC4(CC3)OCCO4)nn12)NCc1ccccc1Cl	0.1%	0%	-13	723
COc1ccccc1N1CCN(CC(O)c2c(C)[nH]c3ccccc23)CC1 (stereo not given)	0.2%	1%	5	786
Cc1ccc(CNC(=O)CCC(=O)N2CC(C)Oc3ccccc32)cc1 (stereo not given)	1.4%	2%	-25	745
COc1cc(NS(=O)(=O)c2cn(C)cn2)cc(OC)c1	4.5%	0%	-37	649
COc1ccccc1CNC(=O)c1ccc2nc(N3CCOCC3)sc2c1	0.1%	-8%	2	784
COc1ccc(CN2CCC(Cc3ccccc3)CC2)cc1OC	-0.1%	5%	-5	854
O=C1N=c2ccc([N+](=O)[O-])cc2=C1c1sc(=O)[nH]c1O	-0.3%	0%	6	827
CC1=C(C(=O)OCc2ccc([N+](=O)[O-])cc2)N2C(=O)C(NC(=O)Cc3ccccc3)C2SC1 (stereo not given)	-1.7%	-1%	1	812
CC(C)(C)c1ccc(N2C(=O)CC(c3ccccc3)C2=O)cc1 (stereo not given)	0.3%[50 µM]	2%	4	685
CC(=O)c1cccc(NC(=O)c2ccc3c(c2)CCN3S(=O)(=O)c2ccccc2)c1	0.2%	1%	30	723
COc1ccc(/C=N\NC(=O)c2ccccc2OC)cc1COc1c(F)c(F)c(F)c(F)c1F	0.3%	-3%	-2	828
CC(C)C[C@@H](CO)N1CCNCCC1=O	0.5%	2%	1	771
O=c1c2c(-c3cccc([N+](=O)[O-])c3)ccnc2[nH]n1-c1ccccc1	-0.6%[50 µM]	-1%	1	852
CC(C)C(C(=O)NCC1CCCO1)N(C(=O)CNS(=O)(=O)c1ccc(F)cc1)C1CCCCC1 (stereo not given)	-0.4%	-8%	-6	822
COc1cc(C(=O)O[C@H]2C/C(C)=C/CC[C@]3(C)O[C@@H]3C(O)C2C(C)C)cc(OC)c1OC (stereo not given in full)	-0.3%	-4%	-20	703
COC(=O)c1c(NC(=O)c2ccccc2OC)sc(C(=O)N2CCOCC2)c1C	1.4%	8%	24	799
CCOc1ccc(NC(=O)CCN2CCN(S(=O)(=O)c3ccc(F)cc3)CC2)cc1	0.1%	-2%	-18	708
Cc1cc(Br)ccc1NC(=O)CN1CCN(c2ccccn2)CC1	0.8%	1%	-20	800
Cc1cc([N+](=O)[O-])nn1Cc1noc(C(=O)NCCc2ccccn2)n1	-0.3%	-5%	-7	787
COc1ccc(C2(c3ccc(OC)cc3)NC(=O)N(CC(=O)Nc3ccccc3C)C2=O)cc1	0.4%	4%	60*	709*
CC(C)C(NS(=O)(=O)c1cccc2nsnc12)C(=O)N1CCCCC1 (stereo not given)	0.1%	1%	-4	708
CC1CN(C(=O)/C=C/c2ccccc2Cl)CC(C)O1 (stereo not given)	0.1%	11%	4	837
COc1ccc(-n2c(SCCNCCO)nc3sc4c(c3c2=O)CCCC4)cc1	-1.0%	4%	-19	695
CCOC(=O)N1CCc2c(sc(NC(=O)C3COc4ccccc4O3)c2C(N)=O)C1 (stereo not given)	0.6%	4%	-2	657

Source: PubChem (several laboratories)
